# High-throughput results: PubChem BioAssay, National Center for Advancing Translational Sciences (NCATS)
# A-T KAP1 phos: candidate therapy for ataxia-telangiectasia | Potency, µM (top dose mostly 57.5 µM), without a hit: at the top dose activation, usual class: activators | […] A-T fibroblasts, KAP-1 phosphorylation AlphaLISA; neocarzinostatin DNA damage 30 min before lysis | 0.19% of 320,000 active | AID 485349; note: potency is the fitted concentration of half-maximal effect; % of control where 0% means no effect; nearly all actives have a fitted effect of over 45% in size
#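 hTERT-immortalized A-T patient fibroblasts ([…]), 500 cells/well in OPTI-MEM, 1% FBS, got compounds for 60 min, then NCS for 30 min at 37C. Lysates were then assayed for phospho-KAP-1 by AlphaLISA (anti-pKAP1 donor, anti-KAP1 acceptor beads), 6 hr at 25C.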
# TSHR antag: antagonists of human thyroid stimulating hormone receptor; 0.2% of 330,000 active; activity change, negative = inhibition, % at 11.5 µM; AID 504810; TSHR-expressing cells, TSH-stimulated cAMP HTRF, 2 h; hits give low values; P16473;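 active = activity change below a set negative limit, meaning inhibition stronger than a set level, cut at about -70% in these data; inconclusive = activity change between two set negative limits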; note: % is set by controls: 0 for no effect and ±100 for the full control effect
#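 Read-out is FRET at 665 nm (cryptate excitation 337 nm) from a cryptate-tagged anti-cAMP antibody, competed by cell cAMP against cAMP-d2. Compounds are tested on freshly harvested TSHR cells challenged with 4nM TSH (EC80) for 2 hours at 37 deg C.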
# MBNL1 CUG block: blocks human MBNL1 binding to CUG repeat RNA. Q9NR56. TR-FRET MBNL1-His/biotin-(CUG)12 binding, 665/545 ratio. Potency, µM (series often up to 57.5 µM), for inactives: at the top dose activity change, negative = inhibition, usual class: inhibitors. 0.036% of 280,000 active; active = well fitted inhibition curve with a large enough effect in the signal ratio, with a control signal flat, not every such curve was filed as active; inconclusive = small, poorly fitted or top-dose-only effect, or effect the other way, or a change in a side signal; inactive = no such curve, though single readings can be large or run the other way; the % refers to the signal ratio; note: potency is the fitted concentration of half-maximal effect; % is set by controls: 0 for no effect and ±100 for the full control effect
# Target sequence (Q9NR56 whole entry, looked up): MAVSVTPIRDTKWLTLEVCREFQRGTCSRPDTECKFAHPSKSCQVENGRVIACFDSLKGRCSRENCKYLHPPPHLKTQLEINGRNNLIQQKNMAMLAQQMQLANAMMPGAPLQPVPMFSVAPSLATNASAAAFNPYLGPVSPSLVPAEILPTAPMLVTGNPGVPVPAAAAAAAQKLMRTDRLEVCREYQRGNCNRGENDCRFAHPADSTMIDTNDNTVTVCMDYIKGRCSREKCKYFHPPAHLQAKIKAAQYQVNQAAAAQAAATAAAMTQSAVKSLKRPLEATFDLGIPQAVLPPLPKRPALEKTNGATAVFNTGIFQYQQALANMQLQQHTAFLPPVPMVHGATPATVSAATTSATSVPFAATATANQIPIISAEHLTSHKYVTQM
#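 Compound titration spanned 92 nM–58 uM against the MBNL1-His/biotin-(CUG)12 complex. After 60 min at room temperature with 5 nM streptavidin-XL665 and 0.055 ng/ul terbium anti-His, ratiometric 665/545 nm emission (Ex 340 nm) normalized to controls.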
# a7 integrin act: activates integrin-mediated alleviation for muscular dystrophy | alpha7betagal myoblasts, beta-gal FDG fluorescence, 48 h | Potency, µM (highest dose often 38.3 µM), for inactives: top-dose activation, usual class: activators | 0.064% of 350,000 active | AID 624291;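 note: potency is the fitted concentration of half-maximal effect; 100% = response of the positive control SU9516; nearly all actives have a fitted effect of over 60% in size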
#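 alpha7betagal+/- myoblasts (passage 13, 250/well) treated 48 h at 37C with compounds at 1:260 dilution of DMSO stock. Lysed, then beta-galactosidase activity read as FDG fluorescence (ex 480/em 540) after 30 min, with pre-read for autofluorescence.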
# Menin MLL FP TR: displaces Texas Red mutant MLL peptide from human menin; AID 1768; Potency, µM (titrated, usually from 61.6 µM), for the others: at the highest dose FP activity change, negative = inhibition, most hits filed as inhibitors; Menin + Texas Red MLL mutant peptide, fluorescence polarization; 0.23% of 270,000 active; O00255; active = well fitted inhibition curve with a large enough effect in the polarisation, with a control signal flat, not every such curve was filed as active; inconclusive = small, poorly fitted or top-dose-only effect, or effect the other way, or a change in a side signal; inactive = no such curve, though single readings can be large or run the other way; the % refers to the polarisation; note: potency is the fitted concentration of half-maximal effect; % of control where 0% means no effect; many of its hits are not listed in these tables
# ASM inhibitor: inhibitors of human secretory acid sphingomyelinase | P17405 | placental ASM, HMU-PC fluorogenic substrate, 60 min | Potency, µM (doses to about 57.5 µM), inactives show at the highest dose activity change, negative = inhibition, actives largely listed as inhibitors | 0.006% of 340,000 active | AID 504937; note: potency is the fitted concentration of half-maximal effect
#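 Human placenta-derived ASM preincubated with compound 10 min at room temperature, then reacted with 9 uM (final) fluorogenic HMU-PC substrate for 60 min at 37 C. Stop solution raises pH to 10; fluorescence read at Ex 386/Em 447 nm.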
# TCR act: activates T cell receptor signaling | primary human leukocytes, anti-CD3, IL-2 HTRF, 48 h | 330,000 tested, under 10 active | Potency, µM (series often up to 9.22 µM), without a hit: at the highest dose activation of IL-2 secretion, usual class: activators | AID 504894; note: % of control where 0% means no effect
#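 Compounds are tested in HTS on primary human leukocytes co-incubated with a-CD3 beads for 48 hr. IL-2 output is measured by time-resolved FRET.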
# MLL CXXC-DNA inh: inhibitors of human MLL CXXC domain-DNA interaction | Q03164 | MLL-CXXC / FITC-HOXA9 DNA fluorescence polarization | 0.037% of 290,000 active | Potency, µM (series often up to 115 µM), inactives show at the highest dose activity change, negative = inhibition, actives largely listed as inhibitors | AID 2662; active = well fitted inhibition curve with a large enough effect in the polarisation, with a control signal flat, not every such curve was filed as active; inconclusive = small, poorly fitted or top-dose-only effect, or effect the other way, or a change in a side signal; inactive = no such curve, though single readings can be large or run the other way; the % refers to the polarisation; note: potency is the fitted concentration of half-maximal effect
#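 Steps: dispense CXXC domain solution (7 uM) → pin compounds or unlabeled HOX-A9 DNA control → 5 min ambient → add FLSN-HOX-A9 solution (50 nM) → spin → 30 min ambient → fluorescence polarization. Tris pH 7.5/NaCl/DTT/BSA buffer.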
# TSG101-PTAP inh: blocks PTAP/TSG101 interaction to inhibit HIV-1 budding; Q99816; 340,000 tested, under 10 active; Fluorescence polarization, FITC-PTAP peptide / Tsg101 binding; AID 493005; Potency, µM (series often up to 115 µM), for inactives: at the highest dose activity change, negative = inhibition, actives largely listed as inhibitors; active = well fitted inhibition curve with a large enough effect in the main read-out, with a control signal flat, not every such curve was filed as active; inconclusive = small, poorly fitted or top-dose-only effect, or effect the other way, or a change in a side signal; inactive = no such curve, though single readings can be large or run the other way; note: potency is the fitted concentration of half-maximal effect; % of control where 0% means no effect
# Target sequence (Q99816 whole entry, looked up): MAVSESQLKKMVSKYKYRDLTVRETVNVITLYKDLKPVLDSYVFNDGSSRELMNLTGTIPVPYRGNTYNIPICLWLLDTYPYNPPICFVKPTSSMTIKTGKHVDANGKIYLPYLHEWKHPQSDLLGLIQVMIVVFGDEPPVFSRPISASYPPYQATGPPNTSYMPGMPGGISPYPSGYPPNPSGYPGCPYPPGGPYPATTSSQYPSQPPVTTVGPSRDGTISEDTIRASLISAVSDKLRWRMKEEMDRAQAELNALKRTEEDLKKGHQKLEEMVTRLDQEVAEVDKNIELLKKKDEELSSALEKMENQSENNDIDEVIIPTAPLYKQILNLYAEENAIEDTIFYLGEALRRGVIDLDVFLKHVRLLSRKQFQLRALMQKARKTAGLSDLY
#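 Compounds were pin-transferred onto Tsg101 binding domain (10 uM final) in HEPES pH 7.5 buffer, then FITC-PTAP peptide was added at 50 nM final. After 20 min at RT, polarization reported peptide displacement across a qHTS concentration series.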
# Mito fusion act: inhibitors of mitochondrial division or activators of mitochondrial fusion; 0.23% of 320,000 active; AID 485298; S. cerevisiae fusion-defective mutant growth rescue, CellTiterGlo 48 h; Potency, µM (titrated, usually from 46.1 µM), for inactives: at the highest dose growth rescue (activation), usual class: activators;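 note: potency is the fitted concentration of half-maximal effect; % of control where 0% means no effect; nearly all actives have a fitted effect of over 45% in size; temperature-sensitive fusion mutants such as fzo1-1 at 37 °C on non-fermentable ethanol glycerol medium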
#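 S. cerevisiae fusion-defective temperature-sensitive mutants (e.g. fzo1-1, mgm1-5) grown 48 h at 37C in YPEG (ethanol/glycerol non-fermentable) medium with 23 nl compound per well; growth rescue read as CellTiterGlo luminescence.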
# Starred values were filed as active, the others as inactive; ? = inconclusive; . = not tested or not shown; [ ] = dose if it differs, or a comment. Unless noted, calls come from the whole dose curve; as a rule, active = well fitted curve in the direction sought with a large enough effect; inconclusive = small, poorly fitted or top-dose-only effect, or another doubt; inactive = no such curve, though single readings can be large; an effect the other way counts as inactive or inconclusive. Not all compounds are listed. The share of hits here may be higher or lower than overall.
SMILES,A-T KAP1 phos,TSHR antag,MBNL1 CUG block,a7 integrin act,Menin MLL FP TR,ASM inhibitor,TCR act,MLL CXXC-DNA inh,TSG101-PTAP inh,Mito fusion act
CC1(C)Cc2c(C#N)c(N3CCN(C(=O)c4ccco4)CC3)nc(Cc3ccccc3)c2CO1,7%,-11,-2%,6%,-13%,8%,-10%,-12%,-7%,0%
Cc1cc(OCc2cn(CC(=O)c3ccc(O)cc3)nn2)ccc1[N+](=O)[O-],.,.,.,35%,.,-10%,1%,.,-3%,.
O=c1cc(CN2CCN(c3ccccc3)CC2)c2c(ccc3ccccc32)o1,9%,7,2%,-9%,2%,?,1%,9%,1%,0%
O=C(CCSc1nnc(-c2ccncc2)o1)Nc1ccc(F)cc1,-7%,9,-18%,-1%,4%,0%,-13%,1%,-3%,-14%
O=C(Nc1cccc(C(F)(F)F)c1)c1cnc2n(c1=O)CCS2,-2%,-11,76%[activator],27%,0%,-1%,-1%,6%,-2%,2%
N#Cc1ccc(OCCN2CCc3ccccc3C2)cc1,.,.,.,-29%,.,-3%,-4%,.,-7%,.
O=C(O)C1CC(=O)N(c2ccc(OCc3c(F)cccc3Cl)cc2)C1 (centres undefined),0%,23,1%,-12%,-24%,3%,4%,18%,3%,-4%
COc1cccc(NC(=O)c2cc(OC)c(OC)c(OC)c2Br)c1,8%,4,.,3%,8%,-1%,1%[46.1 µM],3%,1%,1%
COCCCN1C(=O)c2ccc(C(=O)Nc3ccc(OC)cc3)cc2C1=O,-1%,4,?,-6%,-3%,-2%,3%,7%,1%,-7%
Cc1ccc(S(=O)(=O)NC(=O)c2ccc(Br)o2)cc1,-3%,-4,-6%,3%,4%[94.6 µM],4%,-3%,16%,0%,-4%
Cc1ccccc1N1CCN(C2CCCN(C(=O)c3ccnn3C)C2)CC1 (centres undefined),0%,8,-8%,10%,-20%,11%,-4%,0%,.,0%
Cc1ccc(-c2cc(C(=O)N/N=C/C=C/c3ccccc3)n[nH]2)o1,1%,-6,6%,-6%,7%,-20%,-1%[46.1 µM],20%,-5%,?
COCC(=O)N(CCN(C)C)Cc1cc2cc3c(cc2nc1Cl)OCO3,3%[11.5 µM],6,-6%,20%,3%,-3%,-7%,0%,2%,-2%
c1ccc2[nH]c(N3CCOCC3)nc2c1,5%,9,-14%,10%,15%,0%,24%,0%,-1%,1%
Cc1cc(C)c2c(c1)c1nnc(SCCN3CCOCC3)nc1n2C,4%,-8,21%,-6%,-20%,-1%,0%,8%,-10%,5%
Cc1ccc(-n2nnnc2-c2cnc3ccc(Cl)cc3c2-c2ccccc2)cc1,0%,4,5%,-16%,.,-14%,.,-7%,-2%,-1%
CCc1cc(=O)oc2cc(OCC(=O)NCCCn3ccnc3)ccc12,7%,-11,2%,?,7%,2%,4%,14%,-8%,2%
O=C(c1ccco1)N(Cc1ccc(Cl)cc1)Cc1ccco1,4%,6,-1%,-13%,.,0%,-5%,-7%,0%,3%
O=C(NCc1ccc2c(c1)OCO2)C1CCC(CNS(=O)(=O)c2ccccc2)CC1 (centres undefined),5%,12,-1%,12%,0%,-1%,-6%,5%,-3%,0%
CCCSCCCNC(=O)c1ccccc1NC(=O)C1=CSCCO1,8%,3,-3%,-12%,.,-4%,-2%,2%,-4%,0%
CCCC(=O)Nc1ccc(NC(=S)NC(=O)c2cccs2)cc1,-4%,-3,14%,-35%,13%,1%,-2%,-5%,0%,9%
COCCNC(=O)c1cc2nc3c(c(C(F)(F)F)n2n1)CCc1ccccc1-3,14%,27,0%,35%,-8%,94%[activator],0%,5%,-5%,20%
CCOc1ccccc1N1CCN(CC(=O)Nc2nc(C)c(C(=O)N(C)C)s2)CC1,3%,9,0%,20%,-9%,5%,3%,4%,-3%,1%
O=S(=O)(NCc1ccco1)c1cccc(S(=O)(=O)N2CCOCC2)c1,-2%,20,-11%,-11%,9%,-2%,-3%,-1%,-2%,1%
CC(C)c1nnc(NC(=O)C2CC(=O)N(CCc3ccc(F)cc3)C2)s1 (centres undefined),-1%,-11,-9%,8%,?,0%,0%,3%,0%,5%

# Structural class: the entries above containing fluorine (5)
SMILES,A-T KAP1 phos,TSHR antag,MBNL1 CUG block,a7 integrin act,Menin MLL FP TR,ASM inhibitor,TCR act,MLL CXXC-DNA inh,TSG101-PTAP inh,Mito fusion act
O=C(CCSc1nnc(-c2ccncc2)o1)Nc1ccc(F)cc1,-7%,9,-18%,-1%,4%,0%,-13%,1%,-3%,-14%
O=C(Nc1cccc(C(F)(F)F)c1)c1cnc2n(c1=O)CCS2,-2%,-11,76%[activator],27%,0%,-1%,-1%,6%,-2%,2%
O=C(O)C1CC(=O)N(c2ccc(OCc3c(F)cccc3Cl)cc2)C1 (centres undefined),0%,23,1%,-12%,-24%,3%,4%,18%,3%,-4%
COCCNC(=O)c1cc2nc3c(c(C(F)(F)F)n2n1)CCc1ccccc1-3,14%,27,0%,35%,-8%,94%[activator],0%,5%,-5%,20%
CC(C)c1nnc(NC(=O)C2CC(=O)N(CCc3ccc(F)cc3)C2)s1 (centres undefined),-1%,-11,-9%,8%,?,0%,0%,3%,0%,5%

# Other structures
SMILES,A-T KAP1 phos,TSHR antag,MBNL1 CUG block,a7 integrin act,Menin MLL FP TR,ASM inhibitor,TCR act,MLL CXXC-DNA inh,TSG101-PTAP inh,Mito fusion act
Cc1ccc(S(=O)(=O)N(C)C)cc1[N+](=O)[O-],1%,1,4%,4%,.,4%,2%,-7%,-5%,-3%
Cc1cc(C)nc(SCc2cn3ccccc3n2)n1,-15%,2,-10%,17%,.,3%,4%,-7%,-4%,1%
COc1ccc2nc3sc(C(=O)NCCCN4CCc5ccccc5C4)cc3cc2c1,-9%,-1,.,-52%[inhibitor],8%,34%[activator],3%[46.1 µM],15%,-2%,2%
CC1CCCCC1NC(=O)C1CCN(C(=O)NC2CCCCC2)CC1 (centres undefined),3%,9,-11%,22%,-3%,3%,.,-6%,-6%,1%
O=C(NC1CCCCC1)C(c1ccc2ncccc2c1)N(Cc1ccc2c(c1)OCO2)C(=O)c1ccc2c(c1)OCCO2 (centres undefined),-2%,-3,.,-25%,-4%,-1%,-5%[46.1 µM],3%,-3%,0%
COc1cccc(NC(=O)CSc2nnc(Cc3ccc(OC)c(OC)c3)o2)c1,9%,-6,-4%,-4%,-3%,-3%,-1%,4%,1%,8%
COC1CCCN(Cc2nc(Cc3ccccc3F)no2)C1 (centres undefined),5%,-13,-2%,25%,-3%,8%,-5%,-19%,-3%,3%
O=C(CSc1ccccn1)Nc1nc2c(ccc3ccccc32)s1,1%,-9,-7%,9%,?,-3%,-3%[46.1 µM],2%,-1%,18%
O=C(COC(=O)CCC(=O)c1cccs1)Nc1ccc(S(=O)(=O)N2CCOCC2)cc1,-10%,10,-13%,-21%,13%,1%,1%,4%,-3%,-1%
COc1ccc(OCC(O)CN2CCN(c3ncccn3)CC2)cc1 (centres undefined),0%,22,.,10%,-7%,2%,-2%[46.1 µM],-10%,1%,-13%
COC(=O)c1ccccc1NC(=O)CSc1nc(N)cc(N)n1,9%,19,-3%,4%,0%[11.7 µM],-2%,-2%,-5%,-13%,-5%
COc1ccc(/C(C)=N/Nc2ccc(F)cc2F)c(O)c1,20%,12,0%,-2%,6%,-6%,8%,3%,-4%,-11%
CCCCn1c(N)c(N(CCC(C)C)C(=O)COC(=O)c2ccc3ccccc3c2)c(=O)[nH]c1=O,21%,-1,.,5%,.,7%,3%,.,-2%,2%
CCN1CCCn2c1nc1c2c(=O)n(C)c(=O)n1C,-1%,3,-10%,15%,-8%,-2%,-5%[46.1 µM],5%,-3%,1%
CCCc1cc(=O)[nH]c(SCC(=O)c2c(N)n(C)c(=O)n(C)c2=O)n1,-13%,-7,-5%,19%,-1%,0%,5%,-3%,-1%,3%
O=C(CN1C(=O)S/C(=C\C=C\c2ccccc2)C1=O)Nc1ccc(C(=O)O)cc1,-3%,17,.,0%,.,31%[activator],-2%,15%,-5%,-6%
